D1 antag = antagonists of human D1 dopamine receptor; P21728; HEK293 TREx D1 cells, calcium flux, dopamine EC80; hits give low values; activity change, negative = inhibition, % at 10 µM; 3.2% of 360,000 active; in the data active means activity change below about -30%; further: on the % scale 0 is the no-effect control and ±100 the full control effect
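Compound effects on dopamine-evoked calcium signalling were measured in tetracycline-induced HEK293 Trex D1 cells. Dopamine at EC80 followed a 180 s compound pre-read, and fluorescence was tracked kinetically for 180 s more.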
D2 PAM = positive allosteric modulators of human D2 dopamine receptor; potentiation, % at 10 µM; HEK293 T-REx D2, calcium flux, EC20 dopamine potentiation; 0.34% of 340,000 active; P14416;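 active means potentiation over 3 SD above the plate norm, cut at about 30% in these data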; further: 0% is about no effect
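Using a no-wash calcium dye in inducible, force-coupled HEK293 Trex cells expressing D2, we tracked fluorescence each second for 180 s after compound, then for 180 s after EC20 dopamine to detect augmented signalling.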
D2 antagonist = antagonists of human D2 dopamine receptor; P14416; HEK293 TREx D2 cells, calcium flux, dopamine EC80; inhibition, % at 10 µM; 2% of 340,000 active; AID 485344; in the data active means inhibition above about 30%; further: 0% is about no effect
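Read-out: kinetic calcium fluorescence (1 cycle/s) in inducible HEK293 T-REx D2 cells after an EC80 dopamine addition that followed 180 s compound preincubation. Loss of the dopamine response indicates antagonism.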
D1 agonist = activates the human D1 dopamine receptor; HEK293 T-REx D1 cells, calcium flux, agonist mode; activation, % at 2 µM; 1% of 360,000 active; in the data active means activation above about 30%; further: 0% is about no effect
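Inducible HEK293 T-REx D1 cells, force-coupled to calcium signalling, were plated at 4000 cells/well with tetracycline and held overnight at 30 C. After no-wash calcium dye loading, compound-evoked calcium rise over 180 s flagged agonists.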
D2 ag = agonists of human D2 dopamine receptor; AID 485358; P14416; activation, % at 2 µM; HEK293 T-REx D2 cells, calcium flux agonist mode; 0.53% of 340,000 active;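 active means activation over 3 SD above normal in the single-dose calcium agonist read, cut at about 30% in these data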; further: 0% is about no effect
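Agonism scored from kinetic calcium signal (1 read/sec, 180 s) following compound pin transfer, after a 10 s baseline. Cells: HEK293 Trex line expressing inducible D2 receptor coupled to calcium, dye-loaded after overnight culture at 30 C.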
D1 PAM = enhances dopamine response at the human D1 receptor; P21728; HEK293 TREx D1 cells, calcium flux, dopamine EC20 potentiation; potentiation, % at 10 µM; 0.036% of 360,000 active; AID 504651; in the data active means potentiation above about 30%; further: 0% is about no effect
TRHR PAM = allosteric enhancers of human TRH receptor | P34981 | TRHR cells, fluo-8 calcium fluorescence, EC20 TRH enhancement | enhancement, % at 2 µM | 0.66% of 360,000 active | AID 493056; in the data active means enhancement above about 30%; further: 0% is about no effect
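TRHR-expressing cells loaded with fluo-8 calcium dye were read kinetically (ex 480/em 530) during compound addition, then stimulated with an EC20 of TRH (10 nM final). Enhancement of the Gq-mediated intracellular calcium response was scored.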
RXFP1 agonist = activates the human relaxin receptor RXFP1; HEK293T-RXFP1 cAMP TR-FRET, 30 min; response scale: percent of porcine relaxin response, buffer zero; Q9HBX9; 0.3% of 370,000 active; AID 2676; Potency, µM (top dose mostly 57.5 µM), for inactives: at the highest dose activation, most hits filed as activators; active means well fitted activation curve with a large enough effect; inconclusive means small, poorly fitted or top-dose-only effect; further: potency means the concentration at half of the fitted maximal effect; on the % scale 0 is the no-effect control and ±100 the full control effect; nearly all actives have a fitted effect of over 60% in size; many of its hits are not listed in these tables
Target sequence (Q9HBX9 whole entry, looked up): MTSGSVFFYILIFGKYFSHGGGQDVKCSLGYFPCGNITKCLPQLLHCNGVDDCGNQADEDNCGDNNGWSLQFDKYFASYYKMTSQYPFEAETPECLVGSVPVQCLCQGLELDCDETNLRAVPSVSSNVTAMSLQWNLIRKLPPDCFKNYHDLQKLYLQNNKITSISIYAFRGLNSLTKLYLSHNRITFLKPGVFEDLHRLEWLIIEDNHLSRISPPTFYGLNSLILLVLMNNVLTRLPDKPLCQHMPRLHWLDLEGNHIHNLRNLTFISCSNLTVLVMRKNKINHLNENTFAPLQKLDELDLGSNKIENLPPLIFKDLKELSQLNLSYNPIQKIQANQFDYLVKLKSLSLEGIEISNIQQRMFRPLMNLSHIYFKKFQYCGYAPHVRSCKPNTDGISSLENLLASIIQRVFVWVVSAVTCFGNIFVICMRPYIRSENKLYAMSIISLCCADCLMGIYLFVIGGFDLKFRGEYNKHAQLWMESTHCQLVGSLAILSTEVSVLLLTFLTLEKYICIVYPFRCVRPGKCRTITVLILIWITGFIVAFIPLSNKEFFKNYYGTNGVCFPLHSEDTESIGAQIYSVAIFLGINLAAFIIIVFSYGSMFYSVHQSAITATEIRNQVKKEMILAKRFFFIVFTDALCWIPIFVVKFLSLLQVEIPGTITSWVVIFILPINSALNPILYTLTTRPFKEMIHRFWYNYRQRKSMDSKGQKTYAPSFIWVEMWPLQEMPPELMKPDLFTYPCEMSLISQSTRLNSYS
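HEK293 cells stably expressing RXFP1, treated 30 min at 37C with compounds plus PDE4 inhibitor Ro 20174; cAMP measured by HTRF TR-FRET. Normalized to buffer and 29 nM porcine relaxin; EC50 by Hill fit.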
RXFP1 antag = blocks the human relaxin receptor RXFP1; Q9HBX9; HEK293-RXFP1, relaxin-stimulated cAMP HTRF, 30 min; hits give low values; activity change, negative = inhibition, % at 57.5 µM; 0.59% of 350,000 active;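 active means activity change of -60% or lower, but not beyond a set lower limit; inconclusive means change between -60% and -40%, or beyond the set limit; inactive means change above -40%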; further: on the % scale 0 is the no-effect control and ±100 the full control effect
Numbers without * were called inactive; ? = inconclusive; / = not tested or not shown.

SMILES | D1 antag | D2 PAM | D2 antagonist | D1 agonist | D2 ag | D1 PAM | TRHR PAM | RXFP1 agonist | RXFP1 antag
COc1ccc(-c2csc(N(CC3CCCO3)C(=O)c3ccco3)n2)cc1 (configuration not stated) | -22 | -13 | -6 | 1 | -0.7 | 5 | -8 | 0.8% | -8
Cc1ccc([N+](=O)[O-])cc1N=Cc1ccc(Br)s1 | -3 | 9 | 8 | 0 | 2.1 | 2 | -5 | 4.6% | -7
COCCCNC(=O)Cn1c(=O)n(-c2ccc(Cl)cc2)c(=O)c2c3c(sc21)CCCCC3 | 6 | 2 | / | -2 | / | 0 | 10 | 1.0% | /
Cn1c(=O)[nH]c(=O)c2c1nc(N1CCCC1)n2CCCSc1nc2ccccc2o1 | 23 | 5 | 4 | 1 | 0.3 | 5 | -2 | 5.7% | 8
CS(=O)(=O)Nc1nc2ccccc2[nH]1 | 11 | -12 | -7 | 5 | 0.4 | -3 | 4 | -1.4% | 6
COc1cc(OC)cc(N2CC(C)(C)C2=O)c1 | -4 | -2 | -8 | 0 | 7.3 | -8 | -2 | -4.2% | 12
CCOc1ccccc1C(=O)Nc1nnc(C(C)C)s1 | 1 | 23 | 17 | 0 | 0.8 | / | 2 | 0.0% | 7
O=C(O)c1cc(S(=O)(=O)N2CCOCC2)c(Sc2ccccn2)cc1Sc1ccccn1 | -5 | 6 | -2 | 2 | -0.9 | -1 | 2 | 0.1% | -4
O=C(CCCOc1ccccc1)NCC1CCCO1 (configuration not stated) | -15 | -2 | 4 | 5 | -0.6 | -4 | 8 | 0.9% | -3
CN(Cc1cccc(Cl)c1Cl)c1ccc(S(=O)(=O)N2CCCCC2)cc1[N+](=O)[O-] | -5 | -7 | 2 | 3 | 0.6 | -6 | -5 | -1.5% | 16
C/C=C/c1ccc(OCC(=O)Nc2cc(OC)c(OC)c(OC)c2)c(OC)c1 | -17 | -1 | 5 | 7 | 2.1 | -6 | -4 | 0.7% | ?
Cc1ccc(-c2noc(-c3nnn(CC(=O)Nc4cc(Cl)ccc4C)c3N)n2)cc1 | 2 | -3 | / | -1 | 0.8 | -3 | 2 | 0.9% | -13
CC(C)CC(=O)c1c[nH]c(C(=O)NCCCn2ccnc2)c1 | 2 | -3 | / | 1 | 0.6 | 0 | -2 | 1.1% | 3
Cc1cc(C)c2c(N)c(C(=O)Nc3ccccc3Br)sc2n1 | -10 | 3 | 11 | 1 | 0.0 | -1 | 1 | 6.0% | 3
CC1CC(C)CN(C(=O)CCNC(=O)c2ccccc2Cl)C1 (configuration not stated) | -7 | 14 | 18 | 0 | 0.1 | -5 | -3 | 0.3% | -1
c1ccc(C(c2cccs2)c2c[nH]c3ccccc23)cc1 (configuration not stated) | -23 | -1 | / | 7 | 1.1 | -1 | -5 | 4.2% | /
CC(=O)c1sc(N/N=C2\CC3CC2C(C)C3(C)C)nc1C (configuration not stated) | -5 | 4 | -27 | 5 | 0.3 | -6 | 23 | -0.4% | -6
COc1cc(C(=O)NCCSc2c(-c3ccccc3)[nH]c3ccccc23)cc(OC)c1OC | -7 | 0 | / | 0 | -0.7 | 0 | 0 | -1.4% | -6
CC(=O)Nc1ccc2nc(SCC(=O)N3CCOCC3)sc2c1 | -3 | 4 | 4 | 4 | 0.2 | 4 | -3 | 4.1% | -21
COc1ccccc1N1CSC2=C(C#N)C(c3ccc(SC)cc3)CC(=O)N2C1 (configuration not stated) | -7 | 5 | -1 | 4 | -0.5 | -5 | -1 | 6.7% | -29
COc1cccc(/C=N\NC(=O)c2cc(OCC(F)(F)F)ccc2OCC(F)(F)F)c1 | -2 | 31* | -4 | 33* | -0.8 | -6 | 1 | -0.3% | -6
CC(OC(=O)CCCN=C1NS(=O)(=O)c2ccccc21)C(=O)Nc1ccccc1F (configuration not stated) | -39* | 8 | 2 | 3 | 0.0 | -12 | 0 | 1.3% | -4
COc1ccc(CNCc2cccc(Oc3ccccc3)c2)cc1 | 12 | 10 | 25 | 88* | -0.4 | -3 | 3 | 1.4% | -14
O=C(NC1CCCC1)c1ccc(Cl)c(S(=O)(=O)N2CCOCC2)c1 | 2 | 26 | -33 | 0 | 0.2 | -5 | 10 | -1.8% | 1
CC(C)CCn1c(SCC(=O)NC2CC2)nc2cc(Cl)ccc2c1=O | 0 | -2 | 18 | 0 | -0.3 | 0 | -6 | 0.4% | -11
COc1ccc(OC)c(N(CC(=O)NC2CC2)S(=O)(=O)c2ccc(C)cc2)c1 | -15 | -2 | -13 | 1 | 0.3 | 1 | 4 | 0.3% | 2
O=C(CSc1n[nH]c(=O)n1Cc1ccco1)c1ccc2c(c1)OCCO2 | 3 | -2 | 5 | 7 | 0.2 | -3 | 0 | 0.0% | 2
CCN(C(=O)c1cc(S(=O)(=O)N2CCc3ccccc32)cn1C)c1ccccc1 | 28 | -1 | -1 | 2 | -0.5 | -2 | -7 | -2.8% | -3
Cc1ccc(C(=O)N/N=C2\CCCc3ccccc32)c(C)c1 | -3 | 2 | 1 | 1 | 0.2 | 0 | 1 | -1.7% | 5
CC(C)N(C)CCOC(=O)/C=C/c1ccccc1 | 23 | -4 | -5 | 4 | -0.3 | -1 | 3 | 0.2% | /
Cc1ccc(NC(=O)CN2C(=O)CNC2=O)cc1 | -4 | 10 | 9 | 6 | -2.0 | 0 | -7 | -3.1% | 2
Cc1ccc(Cn2ccnc2SCC(=O)Nc2ccc3c(c2)OCO3)cc1 | 11 | 6 | / | -1 | 0.8 | -2 | 0 | 2.2% | -13
O=C(Nc1nccs1)c1cccc(N2C(=O)c3cccc4c([N+](=O)[O-])ccc(c34)C2=O)c1 | -19 | 6 | -1 | 2 | 5.7 | -4 | 12 | 2.7% | -7
O=C(Nc1cccc(Cl)c1)OCc1cnc(Cl)s1 | / | -6 | 3 | -1 | 0.2 | -4 | -3 | 4.2% | -4
CC1(C)Cc2cccc(OCC(=O)N3CCN(c4ccccc4Cl)CC3)c2O1 | -12 | -20 | 21 | 0 | 2.1 | 0 | -3 | -0.3% | -33
CC1(C(=O)OCC(=O)NC(=O)NCc2ccccc2)CC1(Cl)Cl (configuration not stated) | 7 | 6 | 31* | 2 | 1.0 | -3 | 5 | -1.3% | 3
CCOC(=O)C1CCN(S(=O)(=O)c2ccc(-c3ccc(=O)[nH]n3)o2)CC1 | -22 | 1 | 7 | 7 | -0.9 | -1 | -3 | 1.6% | 31
O=C(Nc1ccc(Cl)cc1)N(Cc1nnc2n1CCCCC2)c1ccccc1 | 3 | 6 | 3 | 0 | 0.5 | -9 | 7 | -1.0% | -5
CC(Sc1nnc(CNC(=O)c2ccccc2F)n1C)C(=O)Nc1nccs1 (configuration not stated) | 11 | -4 | -9 | 3 | -0.1 | 12 | -2 | -2.9% | 8
CCN1CCN(Cc2ccc(OC)c(OCc3ccccc3)c2)CC1 | 3 | -19 | 0 | 3 | 0.3 | -4 | -7 | 0.4% | 14
Cc1cc([N+](=O)[O-])nn1CC(=O)N/N=C/c1ccccc1O | 2 | -1 | -15 | 2 | 0.0 | 1 | 2 | 8.2% | 1
COc1cc(CCNC(=O)c2ccc3c(c2)c(C)c(C)n3Cc2cccc(C)c2)cc(OC)c1OC | 1 | -4 | / | 2 | / | -3 | -10 | -0.5% | -18
CC1=NN(C(=O)Cc2ccc([N+](=O)[O-])cc2)C(O)(c2ccccc2)C1 (configuration not stated) | 4 | 14 | 1 | 7 | 0.6 | 21 | 0 | -2.8% | 1
O=C(C1CCN(S(=O)(=O)Cc2ccccc2)CC1)N1CCN(c2cccc(Cl)c2)CC1 | 5 | 5 | / | 0 | 0.6 | -2 | 5 | 0.8% | 1
COc1ccc(C(=O)NCC(=O)N/N=C(C)\C=C\c2ccccc2)cc1OC | -11 | -1 | 2 | 4 | 1.3 | -2 | 5 | -0.2% | 8
COc1ccc(N2CCN(C(=O)c3cccs3)CC2)cc1 | 3 | 6 | -3 | 4 | -1.0 | -5 | -1 | 4.0% | 1
Nn1cc(-c2ccccc2)nc1SCC(=O)NCC1CCCO1 (configuration not stated) | -15 | 8 | 8 | -2 | 2.4 | -4 | 8 | -0.5% | -9
CC(Cc1cccs1)NC(=S)Nc1ccc(Cl)c(Cl)c1 (configuration not stated) | -24 | 15 | 3 | 11 | 0.9 | -5 | 1 | -1.5% | -2
CCc1ccc2c(c1)NC(c1ccc(OC)cc1)=NC(c1ccncc1)=N2 | 13 | 11 | / | 1 | -0.9 | -2 | -3 | 1.0% | -15
C=CCOc1c(Br)cc(CNc2ccc(NC(=O)C(C)C)cc2)cc1OCC | 3 | 0 | -3 | 1 | -1.8 | 7 | 0 | 2.9% | -5
C/C(=N\Nc1cccc(Cl)c1)C1(C)N(O)C(C)(C)C(c2ccco2)=[N+]1[O-] (configuration not stated) | -23 | 1 | -5 | 1 | -1.5 | -2 | -7 | 1.6% | -3
O=C(NCCc1ccc(F)cc1)c1cc(=O)c2ccccc2o1 | 4 | -6 | 1 | 8 | 0.2 | -5 | 0 | -0.7% | -2

A portion of the library; rates above refer to the full screens.
